uPA generation = qHTS for Inhibitors of Cell Surface uPA Generation. cell surface uPA generation assay, qHTS. Potency, µM (titrated, usually from 38.3 µM), for inactives: top-dose activity change, negative = inhibition, hits mostly inhibitors. 0.31% of 330,000 active. AID 540303, 2011; active means well fitted inhibition curve with a large enough effect; inconclusive means small, poorly fitted or top-dose-only effect; inactive means no such curve, though single readings can be large or run the other way; tested in mouse RAW 264.7 cells; further: potency means the concentration at half of the fitted maximal effect; nearly all actives have a fitted effect of over 55% in size
USP2a block = qHTS Assay for Inhibitors of Ubiquitin-specific Protease USP2a Using CHOP2 as the Reporter. Ubiquitin carboxyl-terminal hydrolase 2 (Homo sapiens), O75604. USP2 core, Ub-CHOP2 coupled fluorogenic reporter, 485/531. Potency, µM (series often up to 38.3 µM), without a hit: top-dose activity change, negative = inhibition, usual class: inhibitors. 0.01% of 330,000 active. AID 463254, 2010;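 further: potency means the concentration at half of the fitted maximal effect; plate controls were DMSO wells for no effect and full inhibition by NEM control for full effect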
Target sequence (O75604 whole entry, looked up): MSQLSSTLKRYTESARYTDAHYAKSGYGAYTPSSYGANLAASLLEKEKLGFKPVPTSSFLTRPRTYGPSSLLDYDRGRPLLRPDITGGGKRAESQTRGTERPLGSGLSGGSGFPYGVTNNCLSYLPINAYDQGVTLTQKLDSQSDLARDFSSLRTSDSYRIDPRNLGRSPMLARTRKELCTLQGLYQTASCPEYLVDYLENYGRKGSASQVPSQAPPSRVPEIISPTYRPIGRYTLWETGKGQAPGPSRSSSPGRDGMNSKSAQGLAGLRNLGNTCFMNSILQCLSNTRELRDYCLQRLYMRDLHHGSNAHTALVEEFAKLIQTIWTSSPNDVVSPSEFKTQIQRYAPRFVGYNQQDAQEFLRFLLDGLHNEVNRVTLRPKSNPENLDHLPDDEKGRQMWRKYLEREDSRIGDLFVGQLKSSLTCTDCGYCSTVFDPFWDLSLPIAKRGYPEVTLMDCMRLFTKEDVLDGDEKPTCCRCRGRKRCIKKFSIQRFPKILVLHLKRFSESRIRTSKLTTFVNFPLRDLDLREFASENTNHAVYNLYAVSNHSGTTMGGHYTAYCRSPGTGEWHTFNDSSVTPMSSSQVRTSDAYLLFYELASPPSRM
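Cell-free coupled assay: 10nM USP2 core preincubated 30min RT with compound in Tris-HCl pH 8.0/CaCl2/CHAPS buffer, then 25nM Ub-CHOP2 and 25nM reporter substrate; fluorescence (Ex 485/Em 531) read after 60min RT, normalized to NEM inhibition, concentration-response curves fitted.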
Eya2 phos inh = qHTS Assay for Inhibitors of the Phosphatase Activity of Eya2; recombinant Eya2, OMFP fluorescence dephosphorylation (OMFP is methylfluorescein phosphate); Potency, µM (top dose mostly 76.9 µM), without a hit: top-dose activity, negative = inhibition, most hits filed as inhibitors; 0.006% of 330,000 active; AID 488837, 2010; further: potency means the concentration at half of the fitted maximal effect
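Eya2 protein (added as 0.2 uM solution) was preincubated with compound for 10 min at ambient temperature in 50 mM HEPES pH 7.5, 50 mM NaCl, 5 uM MgCl2, 0.05% BSA, 1 mM DTT. OMFP (added at 50 uM) then reacted 10 min; fluorescence read at 485/525 nm.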
PKM2 activator = qHTS Assay for Activators of Human Muscle isoform 2 Pyruvate Kinase. Pyruvate kinase PKM (Homo sapiens), P14618. purified PKM2, Kinase-Glo ATP luminescence, activation; response scale: 0% is enzyme alone, no compound. 0.34% of 260,000 active. Potency, µM (series often up to 57.5 µM), without a hit: at the top dose activation, actives largely listed as activators; further: potency means the concentration at half of the fitted maximal effect; nearly all actives have a fitted effect of over 55% in size
Target sequence (P14618 whole entry, looked up, canonical isoform): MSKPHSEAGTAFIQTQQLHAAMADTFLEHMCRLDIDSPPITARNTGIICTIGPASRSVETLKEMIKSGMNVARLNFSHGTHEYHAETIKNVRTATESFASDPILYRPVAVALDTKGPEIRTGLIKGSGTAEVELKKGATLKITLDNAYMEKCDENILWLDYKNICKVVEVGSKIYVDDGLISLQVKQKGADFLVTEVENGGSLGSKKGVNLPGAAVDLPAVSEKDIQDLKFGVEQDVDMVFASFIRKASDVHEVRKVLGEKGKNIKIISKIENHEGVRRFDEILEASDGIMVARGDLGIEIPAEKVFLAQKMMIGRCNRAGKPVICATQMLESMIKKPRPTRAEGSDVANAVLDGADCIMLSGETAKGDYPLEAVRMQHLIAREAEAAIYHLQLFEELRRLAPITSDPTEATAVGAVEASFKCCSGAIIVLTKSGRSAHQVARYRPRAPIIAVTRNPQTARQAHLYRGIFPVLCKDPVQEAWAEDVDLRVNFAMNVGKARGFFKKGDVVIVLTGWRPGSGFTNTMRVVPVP
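hPK-M2, >95% pure; 0.1 mM ADP / 0.5 mM PEP final; imidazole pH7.2 buffer w/ 7 mM MgCl2, 50 mM KCl; 1 h RT; Kinase-Glo lum. Intermediate enzyme activity for dual inhibitor/activator qHTS.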
GALK inhibitor = qHTS Assay for Inhibitors of Human Galactokinase (GALK); P51570; Purified GALK, Kinase-Glo residual ATP luminescence; Potency, µM (doses to about 57.5 µM), inactives show at the highest dose activity change, negative = inhibition, usual class: inhibitors; 0.007% of 270,000 active; AID 1868, 2009; further: potency means the concentration at half of the fitted maximal effect
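Luminescence from leftover ATP (Ultra-Glo luciferase/luciferin) served as read-out after a 1 h room-temperature reaction of 5 nM GALK with 35 uM ATP and 100 uM galactose.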
BCR signal inh = qHTS Assay to Find Inhibitors of Chronic Active B-Cell Receptor Signaling; AID 493014, 2011; ABC-DLBCL IkBa-CBG/CBR reporter, luminescence ratio, 4 h; 0.05% of 340,000 active; Potency, µM (doses to about 46.1 µM), inactives show top-dose ratio change, negative = lower green/red ratio, most hits filed as inhibitors; active means well fitted inhibition curve with a large enough effect in the signal ratio, with a control signal flat, not every such curve was filed as active; inconclusive means small, poorly fitted or top-dose-only effect, or effect the other way, or a change in a side signal; the % refers to the signal ratio;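 further: potency means the concentration at half of the fitted maximal effect; plate controls were basal doxycycline-induced cells for no effect and cells given 10 µM MG132 for full effect; MG132 reads +100%, hits lower the ratio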
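Compounds up to 46 uM were incubated four hours with TMD8 cells whose green CBG68 luciferase is fused to IkappaBalpha; red CBR luminescence normalised the signal, and concentration-effect curves were fitted to fusion, red and ratio data.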
Giardia kill = Small Molecules that selectively kill Giardia lamblia: qHTS | AID 540267, 2011 | 0.15% of 340,000 active | activity change, % at 7.66 µM, hits read low | Giardia lamblia trophozoite viability; in the data active means activity change below about -80%; inconclusive means between about -30% and that limit;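 further: parasites exposed to compound for two days anaerobically before the ATP read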
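Luminescent ATP signal served as the viability read-out, measured 15-30 min after adding ATP detection reagent to trophozoites that had been incubated with compounds for 48 hrs at 37 deg C anaerobically at 100 cells/well.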
B2AR arrestin = qHTS assay of beta-arrestin-biased ligands of beta2-adrenergic receptor | beta-arrestin recruitment to beta2AR, cell-based reporter | Potency, µM (highest dose often 46.1 µM), without a hit: at the highest dose activation, most hits filed as activators | AID 492947, 2010 | Beta-2 adrenergic receptor (Homo sapiens), P07550 | 0.02% of 330,000 active;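 further: potency means the concentration at half of the fitted maximal effect; 0% = DMSO controls and full agonism = EC100 isoproterenol or metaproterenol; nearly all actives have a fitted effect of over 65% in size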
KCNH2 WT inh = qHTS for Inhibitors of KCHN2 3.1: Wildtype qHTS; Voltage-gated inwardly rectifying potassium channel KCNH2 (Homo sapiens), Q12809; U2OS, BacMam KCNH2, thallium flux FluxOr; active compounds read low; activity change, % at 1.84 µM; 0.37% of 340,000 active; AID 720551, 2013;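 active means maximum activity change below -70%; inconclusive means maximum activity change between -70% and -50%; inactive means maximum activity change above -50%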
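U2OS cells transduced with wild-type KCNH2 virus are loaded with FluxOr dye for 45 min, and thallium flux is measured in kinetic reads before and after stimulation buffer. Rate constants are normalized to DMSO controls.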
KCNH2 3.1 block = qHTS for Inhibitors of KCHN2 3.1: Mutant qHTS; 0.95% of 340,000 active; activity change, % (tested at about 1.8 µM); U2OS KCNH2 3.1, thallium flux FluxOr; active compounds read low;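 active means maximum activity change below -70%; inconclusive means maximum activity change from -70% to -50%; inactive means maximum activity change above -50%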;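 further: thallium influx rate constant from kinetic fluorescence after stimulation buffer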
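Normalized rate constant (relative to positive and negative DMSO controls) derived from a 2 min kinetic fluorescence read after stimulation; U2OS cells expressing the 3.1 isoform via virus at 1.77 x 10^8 /mL.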
Coupling enz = qHTS Assay for Inhibitors of Fructose-1,6-bisphosphate Aldolase from Giardia Lamblia: Coupling assay counterscreen | activity change, negative = inhibition, % at 58.2 µM, hits read low | coupling enzyme system counterscreen, AmpLite Red fluorescence | 0.67% of 290,000 active | AID 2472, 2010; in the data active means activity change below about -30%
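Counterscreen lacking aldolase: glyceraldehyde-3-phosphate coupling-enzyme reagent preincubated 10 min at RT with compound (at 57.5 uM final), then substrate/coupling system with AmpLite Red added; fluorescence read at 525/598 nm after 20 min RT.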
* marks the source's active call; other numbers are inactive results; ? = inconclusive; / = no result given; [ ] = another dose, or the depositor's remark. Unless noted, the call rests on the fitted dose curve; in most records, active means well fitted curve in the direction sought with a large enough effect; inconclusive means small, poorly fitted or top-dose-only effect, or another doubt; inactive means no such curve, though single readings can be large; an effect the other way counts as inactive or inconclusive. Unless noted, on the % scale 0 is the no-effect control and ±100 the full control effect.

SMILES | uPA generation | USP2a block | Eya2 phos inh | PKM2 activator | GALK inhibitor | BCR signal inh | Giardia kill | B2AR arrestin | KCNH2 WT inh | KCNH2 3.1 block | Coupling enz
Cc1ccc(-c2nnc(N3CCC(C)CC3)c3ccccc23)cc1C | -7% | 5% | 4% | 5% | -1% | 1% | -6 | 0.3% | -9 | -13 | 0
CCOC(=O)C1CCN(C(=O)Nc2ccc3oc(C)nc3c2)CC1 | -1% | 1% | -11% | -3% | 2% | 0% | -16 | 0.0% | -7 | -6 | -1
CCN(CC)CC(O)CN1C(=O)NC(C)(C)C1=O (stereo unspecified) | 2% | -2% | 15% | -8% | 3% | 3% | -25 | 0.4% | 4 | 18 | 2
C/C(=N\NC(=O)CNC(=O)C(c1ccccc1)c1ccccc1)c1ccc(C)cc1 | / | 1% | 2% | -5% | 1% | -17% | / | 0.1% | / | / | 7
COc1ccccc1OCC(=O)Nc1ccc(S(=O)(=O)Nc2nccs2)cc1 | 0% | -1% | -7% | / | 5% | 0% | -12 | -0.3% | -7 | -3 | 0
O=C(CCCSc1nc2ccccc2c(=O)[nH]1)c1ccc(F)cc1 | 1% | -1% | -3% | 1% | -2% | -1% | -7 | 0.0% | -14 | -2 | -9
O=C(CSc1nnc(-c2ccccc2)n1-c1ccc(Cl)cc1)N/N=C/c1ccco1 | 3% | -1% | -12% | 0% | 0% | 0% | 1 | 0.3% | 0 | -3 | 0
O=C(N/N=C/c1ccc2c(c1)OCO2)c1cc(-c2ccncc2)nc2ccccc12 | -10% | 3% | 0% | 10% | 2% | -1% | 4 | -1.5% | -4 | -5 | 3
CCN1CCCC1CNC(=O)C(=O)Nc1ccccc1OC (stereo unspecified) | 8% | 0% | 5% | 0% | 3% | ? | 11 | -0.1% | -11 | 12 | 5
Cc1cc(S(=O)(=O)N2CCN(c3ccccc3F)CC2)ccc1-n1cnnn1 | -5% | -1% | 0% | -9% | 0% | 5% | 13 | -0.1% | 11 | 3 | 2
O=C(O)c1oc2ccccc2c1CSc1ccccn1 | -1% | -2% | 9% | -9% | 2% | 1% | -6 | -0.2% | 46 | 0 | 8
Cc1cc(=O)oc2cc(OCC(=O)OC(C)C(=O)Nc3ccc(S(N)(=O)=O)cc3)ccc12 (stereo unspecified) | -8% | 4% | -10% | / | / | -1% | -1 | 0.1% | 4 | -9 | /
Cc1nc(Sc2cccn2C)c(C(F)(F)F)c(=O)[nH]1 | -2% | 0% | -10% | -2% | 0% | 7% | -6 | -0.7% | 0 | 21 | 4
COc1cc(C(=O)NN2C(=O)NC3(CCC(C)CC3)C2=O)ccc1OC(F)F (stereo unspecified) | 2% | 5% | -1% | / | / | 4% | -7 | -0.4% | -9 | 1 | /
O=C(Nc1cccc(Br)c1)c1ccc(OC2CSC2)cc1 | / | 1% | -3% | -24% | 1% | ? | / | -1.0% | / | / | -5
NC(=S)N/N=C/c1ccc(C23CC4CC(CC(C4)C2)C3)cc1 | -16% | 0% | 16% | 0% | / | 2% | -5 | ? | 48 | -12 | 2
CSc1nc(N2CCOCC2)c2ccccc2n1 | / | 4% | 6% | 0% | 1% | 6% | -2 | -0.1% | -11 | 19 | 3
CCc1nnc(NC(=O)C2CCC2)s1 | 0% | 1% | 14% | -5% | 0% | 2% | -6 | -0.3% | -9 | -1 | 2
O=C(NNc1c([N+](=O)[O-])cc(C(F)(F)F)cc1[N+](=O)[O-])c1ccco1 | -14% | 0% | 10% | -24% | 6% | 17% | -25 | 0.2% | 10 | 4 | /
COc1ccc(S(=O)(=O)N2CCOCC2)cc1C(=O)Nc1cc(C)on1 | -3% | 4% | 6% | -4% | -1% | ? | 7 | -0.5% | -6 | 23 | 1

Single records (already shown). Order of values: uPA generation | USP2a block | Eya2 phos inh | PKM2 activator | GALK inhibitor | BCR signal inh | Giardia kill | B2AR arrestin | KCNH2 WT inh | KCNH2 3.1 block | Coupling enz
NC(=S)N/N=C/c1ccc(C23CC4CC(CC(C4)C2)C3)cc1 as listed: -16% | 0% | 16% | 0% | / | 2% | -5 | ? | 48 | -12 | 2
CCN1CCCC1CNC(=O)C(=O)Nc1ccccc1OC (stereo unspecified) as listed: 8% | 0% | 5% | 0% | 3% | ? | 11 | -0.1% | -11 | 12 | 5

Continuation.
SMILES | uPA generation | USP2a block | Eya2 phos inh | PKM2 activator | GALK inhibitor | BCR signal inh | Giardia kill | B2AR arrestin | KCNH2 WT inh | KCNH2 3.1 block | Coupling enz
CC(C)NC(=O)Cn1c(=O)cnc2ccccc21 | 8% | 3% | 5% | 1% | -2% | -1% | -23 | 6.4% | -12 | 12 | 1
Cn1c(CCNC(=O)OC(C)(C)C)n[nH]c1=S | -3% | 2% | -1%[15.4 µM] | -7% | 1% | 0% | -2 | 0.4% | -24 | -2 | 1
Cc1cc(NS(=O)(=O)c2ccc(NC(=O)/C=C/c3ccccc3Cl)cc2)no1 | -4% | 1% | -1% | -3% | -5% | ? | 3 | 0.6% | 5 | -6 | 5
COCCNC(=O)C(c1ccc(C)o1)N(C(=O)C(=O)NC1CCCCC1)c1ccc(F)cc1 (stereo unspecified) | 0% | 1% | 3% | -18% | 1% | ? | -7 | 0.1% | 3 | 21 | -8
COCCn1c(SCC(=O)Nc2nnc(C)s2)nnc1-c1ccco1 | 0% | 2% | -14% | -4% | 2% | 12% | -16 | 0.3% | -5 | 3 | 4
O=C(NC1CCCCC1)c1noc2c1CCCCC2 | / | 0% | 2% | -11% | 0% | ? | -2 | 0.8% | -46 | 1 | -2
NS(=O)(=O)c1ccc(NC(=O)CSc2nc3ccccc3c(=O)n2Cc2ccncc2)cc1 | 16% | 2% | -2% | / | / | ? | -15 | -0.1% | -3 | 1 | /
CCOc1ccc(Cc2nc(-c3nonc3N)no2)cc1OCC | -2% | -5% | -27% | -6% | -2% | 0% | -15 | -0.1% | -2 | -11 | 2
CC12CCC(=O)N1C(C(=O)Nc1nnc(SCc3ccccc3)s1)CS2 (stereo unspecified) | -7% | 2% | -20% | / | / | 3% | -10 | -0.7% | 6 | -1 | /
CCOc1cc(-c2noc(-c3cccnc3)n2)ccc1OC | 2% | -4% | 8% | 3% | -3% | 14% | -4 | 0.0% | 1 | -15 | 3
Cc1cccc(CCN(CC(=O)NC(C)(C)C)C(=O)c2csnn2)c1 | 4% | -1% | -11% | -4% | 4% | 0% | -4 | -0.2% | 8 | 9 | 0
CCC(=O)c1ccc(OCC(=O)OCC(=O)c2cc(C)n(C3CC3)c2C)cc1 | -1% | -1% | -17% | / | / | 0% | -8 | 0.0% | -17 | -3 | /
COc1ccccc1C(=O)COC(=O)CNS(=O)(=O)c1ccc(C)cc1 | 2% | 4% | -20% | 5% | -2% | 4% | -2 | -0.2% | -18 | -8 | 3
Cc1occc1-c1nnc(SCC(=O)Nc2ccc3c(c2)OCO3)n1CC1CCCO1 (stereo unspecified) | -2% | 4% | -6% | -1% | 2% | -14% | -7 | 0.3% | -6 | 18 | 1
O=C(Nc1cc(C(F)(F)F)ccc1N1CCOCC1)c1ccc[n+]([O-])c1 | -1% | 1% | -18% | -5% | 0% | 7% | 17 | -0.3% | -13 | 15 | 0
CC(=O)Nc1nc(SCCCc2ccccc2)n[nH]1 | 0% | 1% | -4% | -5% | -2% | -9% | 7 | -0.4% | -1 | 33 | 1
COc1ccc2[nH]cc(CCNC(=O)Cc3ccc(Cl)cc3)c2c1 | -4% | 6% | 2% | / | 1% | -1% | 3 | -1.1% | -3 | 11 | 1

Three entries from above, ordered by their value in uPA generation, high to low:
Molecule	uPA generation
COc1ccccc1C(=O)COC(=O)CNS(=O)(=O)c1ccc(C)cc1	2%
COCCNC(=O)C(c1ccc(C)o1)N(C(=O)C(=O)NC1CCCCC1)c1ccc(F)cc1 (stereo unspecified)	0%
Cc1cc(NS(=O)(=O)c2ccc(NC(=O)/C=C/c3ccccc3Cl)cc2)no1	-4%

A few values from the entries so far.
PKM2 activator with `Cc1occc1-c1nnc(SCC(=O)Nc2ccc3c(c2)OCO3)n1CC1CCCO1` (stereo unspecified) stands at -1%
Coupling enz with `O=C(Nc1cc(C(F)(F)F)ccc1N1CCOCC1)c1ccc[n+]([O-])c1` stands at 0
